Bioassay records deposited in PubChem BioAssay by several laboratories.
14-3-3 Bad PPI: disrupts binding of bovine 14-3-3 zeta to phospho-Bad peptide | TR-FRET 14-3-3zeta/Dy647-pBad peptide displacement, 1 h | inhibition, % at 21.7 µM | 220,000 compounds, 0.71% hits;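 active means inhibition above about 70%, limit read from the data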;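 further: 0% = full 14-3-3 plus peptide FRET controls and 100% = background without 14-3-3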
Hck Nef HTS: human Hck-Nef kinase inhibition. P08631. Recombinant Hck-YEEI plus Nef, Z-Lyte FRET kinase assay. inhibition, % at 20 µM. 220,000 compounds, 0.68% hits. AID 463187;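 active means Hck-Nef kinase inhibition above about 50%, limit read from the data; inactive means inhibition below that limit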;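 further: 0% = DMSO with Hck plus Nef and 100% = Hck alone without Nef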
Runt-SMMHC FRET: blocks binding of human RUNX1 Runt domain to CBFb-SMMHC; 220,000 compounds, 0.74% hits; Q01196+Q13951; inhibition, % at 20 µM; AID 1434; Cerulean-Runt/Venus-CBFb-SMMHC FRET ratio 530/480, 1 h;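 active means mean inhibition across duplicate retests at 20 µM reaching about 50%, limit read from the data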;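 further: 0% = DMSO wells and 100% = wells with excess untagged CBFb-SMMHC; inhibitors lower the FRET ratio by blocking Runt binding to CBFb-SMMHC; some results filed as inactive read as strong as hits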
Wee1 degr inh: blocks degradation of human Wee1 kinase; P30291; HeLa Luc-Wee1K328M stability, luciferase luminescence; 100% = proteasome inhibitor MG132 effect; reporter increase, % at 5 µM; 220,000 compounds, 1.2% hits; AID 1321;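 active means activation above the mean of all tested compounds plus 3 SD, set per screening run, cut at about 8.8% in these data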;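 further: cells exposed to compound for 20 h before luminescence read; 0% = DMSO alone and 100% = MG132 at 30 µM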
Runt-CBFb FRET: inhibitors of human RUNX1 Runt domain binding to CBFb; 220,000 compounds, 0.46% hits; Cerulean-Runt/Venus-CBFb FRET ratio 530/480, 1 h; inhibition, % at 20 µM; AID 1496;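 active means inhibition over about 50% at 20 µM in the single-dose screen, limit read from the data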;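 further: 0% = DMSO wells and 100% = excess unlabeled CBFb competitor control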
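Reagent – Venus-CBFb binding partner, 100 nM · Assay system – Cerulean-tagged RUNX1 Runt domain (FRET donor) fusion protein · Input – 100 nM per protein · Incubation – two 1 h room-temperature incubations shielded from light · Measured by – FRET fluorescence · Medium – Tris buffer pH 7.5 with salts and BSA · Benchmarks – unlabeled CBFb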
FXIa inh 1536: factor XIa (human) inhibition; 220,000 compounds, 0.14% hits; P03951; inhibition, % at 5 µM; purified FXIa, Boc-Glu-Ala-Arg-AMC fluorogenic substrate;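 active means inhibition of at least 40%; inactive means inhibition below 40%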;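 further: fluorescence of freed AMC excited at 355 nm; 0% = enzyme without compound and 100% = no enzyme blank; many of its hits are not listed in these tables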
FXIIa inh 1536: factor XIIa (human) inhibition. P00748. purified FXIIa, Boc-QGR-AMC fluorogenic substrate, 2 h. inhibition, % at 5 µM. 220,000 compounds, 0.3% hits. AID 800; in the data active means inhibition above about 40%;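 further: 0% = enzyme with no compound and 100% = blank without enzyme; many of its hits are not listed in these tables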
Target sequence (P00748 20-372 limits assumed): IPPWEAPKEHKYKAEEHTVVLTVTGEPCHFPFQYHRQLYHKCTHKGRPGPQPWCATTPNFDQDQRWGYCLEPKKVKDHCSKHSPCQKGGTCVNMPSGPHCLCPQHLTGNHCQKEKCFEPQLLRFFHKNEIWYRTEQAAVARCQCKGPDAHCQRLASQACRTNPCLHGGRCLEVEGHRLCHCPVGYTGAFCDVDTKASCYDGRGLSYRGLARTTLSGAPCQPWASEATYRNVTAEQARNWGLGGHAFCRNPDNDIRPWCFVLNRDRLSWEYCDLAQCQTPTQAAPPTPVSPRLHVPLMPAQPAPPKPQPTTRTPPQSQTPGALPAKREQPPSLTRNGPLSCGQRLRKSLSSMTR
Target sequence (P00748 373-615 limits assumed): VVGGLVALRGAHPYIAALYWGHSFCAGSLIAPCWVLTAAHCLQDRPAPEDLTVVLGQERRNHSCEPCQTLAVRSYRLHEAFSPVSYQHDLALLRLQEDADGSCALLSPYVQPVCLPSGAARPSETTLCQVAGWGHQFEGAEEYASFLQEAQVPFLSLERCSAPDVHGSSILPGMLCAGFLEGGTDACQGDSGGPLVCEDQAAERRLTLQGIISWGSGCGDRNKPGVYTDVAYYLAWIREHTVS
hK5 inh: inhibitors of human kallikrein 5; 210,000 compounds, 0.59% hits; Q9Y337; recombinant hK5, fluorogenic AMC substrate cleavage; inhibition, % at 5 µM; AID 873;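 active means inhibition of 40% or more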;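 further: 0% = enzyme controls without compound and 100% = no-enzyme blanks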
Target sequence (Q9Y337 67-293 limits assumed): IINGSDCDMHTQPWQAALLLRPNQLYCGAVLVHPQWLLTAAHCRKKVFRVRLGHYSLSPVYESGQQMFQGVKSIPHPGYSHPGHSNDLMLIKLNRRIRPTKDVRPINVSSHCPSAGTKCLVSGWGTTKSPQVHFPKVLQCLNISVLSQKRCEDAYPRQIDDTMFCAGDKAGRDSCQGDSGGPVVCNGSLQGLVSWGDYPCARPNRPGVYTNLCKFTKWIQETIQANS
Thrombin inh: blocks human thrombin protease activity. P00734. inhibition, % at 5 µM. 220,000 compounds, 0.26% hits. alpha-thrombin, Boc-VPR-AMC fluorogenic substrate cleavage;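 active means inhibition at or above 40%; inactive means inhibition below 40%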;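 further: 0% = enzyme with no compound and 100% = wells without enzyme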
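Material: human alpha-thrombin enzyme / Medium: pH 7.5 Tris (50 mM) with NaCl 150 mM, Tween 20 0.05% / Compound: single-point dosing at 5 µM, 0.2% DMSO / Incubation: enzyme reaction carried out at room temperature / Detection: AMC fluorescence, 355/460 nm / Read-out basis: percent inhibition scaled between no-compound controls and no-enzyme blanks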
The depositor's hits bear a star; · = not tested or not shown; [ ] = remark or other dose. An excerpt; the hit share may differ from the screen's.

Labels used below: A = 14-3-3 Bad PPI; B = Hck Nef HTS; C = Runt-SMMHC FRET; D = Wee1 degr inh; E = Runt-CBFb FRET; F = FXIa inh 1536; G = FXIIa inh 1536; H = hK5 inh; I = Thrombin inh
> CSCc1nnc2n1-c1ccc(Cl)cc1C(c1ccccc1)=NC2
  A: -8	B: 2	C: 4	D: 1	E: 0	F: 4	G: 6	H: -15	I: -3
> O=C(c1ccccc1)c1ccccc1N=Cc1c(O)[nH]c(=O)[nH]c1=O
  A: 0	B: 21	C: 1	D: 3	E: -3	F: -3	G: 5	H: -1	I: 10
> O=C1NC(=S)N(c2ccc(Br)cc2)C(=O)/C1=C/N1CCN(C(=O)c2ccco2)CC1
  A: 4	B: 20	C: 1	D: -4	E: 0	F: -3	G: 4	H: -16	I: 3
> CN(C)P(=S)(Nc1ccccc1)C(Cl)(Cl)Cl (stereo not drawn)
  A: -3	B: 19	C: -1	D: 1	E: 4	F: 4	G: 2	H: -4	I: ·
> CCc1ccccc1NC(=O)CNC1CCCCC1
  A: -2	B: 17	C: -2	D: -1	E: 0	F: 2	G: 4	H: 7	I: -4
> CC(N)C(=O)c1ccco1 (stereo not drawn)
  A: -4	B: 1	C: 2	D: 4	E: 1	F: 1	G: 12	H: -1	I: 4
> S=P(Nn1cnnc1)(c1ccc(Br)cc1)c1ccc(Br)cc1
  A: 3	B: 15	C: -2	D: 1	E: -1	F: -4	G: 13	H: 2	I: -16
> CC(C)C(=O)Nc1ccc(S(=O)(=O)N2CC3CC(C2)c2cccc(=O)n2C3)cc1 (stereo not drawn)
  A: 2	B: 13	C: 1	D: -3	E: 1	F: -2	G: 4	H: 0	I: -9
> CCOP(=S)(OCC)Oc1cc(C)oc(=O)c1
  A: 0	B: 11	C: 2	D: 1	E: 16	F: -4	G: 6	H: -5	I: 1
> CC(=NCCCO)c1c(O)n(Cc2ccccc2)c(=O)[nH]c1=O
  A: -5	B: 2	C: -3	D: 0	E: -1	F: 8	G: 22	H: -18	I: 2
> C[N+]1(CC2COC(c3ccco3)O2)CCCCC1 (stereo not drawn)
  A: 11	B: 19	C: 8	D: 0	E: -3	F: -8	G: 0	H: -3	I: -1
> CCCC(C)C(=O)NC1CCSC1=O (stereo not drawn)
  A: 7[fluorescence artefact?]	B: 0	C: 2	D: -3	E: -3	F: 1	G: -8	H: 4	I: -13
> CSc1ncc(/C=C2/C(=O)NC(=O)N(C)C2=O)cn1
  A: 8	B: 0	C: 3	D: 3	E: 3	F: 1	G: 15	H: -13	I: -7
> CC1NCCC2(O)CCCCC12 (stereo not drawn)
  A: -15	B: 19	C: -3	D: -1	E: 1	F: -5	G: 6	H: -5	I: -6
> C=CCn1c(O)c(/C=N/NC(=O)c2ccncc2)c(=O)[nH]c1=O
  A: 1	B: -17	C: 3	D: -2	E: 4	F: -2	G: 5	H: -18	I: -6

Some of these compounds in order of number of heavy atoms, high to low.
Labels used below: A = 14-3-3 Bad PPI; B = Hck Nef HTS; C = Runt-SMMHC FRET; D = Wee1 degr inh; E = Runt-CBFb FRET; F = FXIa inh 1536; G = FXIIa inh 1536; H = hK5 inh; I = Thrombin inh
> CC(C)C(=O)Nc1ccc(S(=O)(=O)N2CC3CC(C2)c2cccc(=O)n2C3)cc1 (stereo not drawn)
  A: 2	B: 13	C: 1	D: -3	E: 1	F: -2	G: 4	H: 0	I: -9
> O=C(c1ccccc1)c1ccccc1N=Cc1c(O)[nH]c(=O)[nH]c1=O
  A: 0	B: 21	C: 1	D: 3	E: -3	F: -3	G: 5	H: -1	I: 10
> CSCc1nnc2n1-c1ccc(Cl)cc1C(c1ccccc1)=NC2
  A: -8	B: 2	C: 4	D: 1	E: 0	F: 4	G: 6	H: -15	I: -3
> C=CCn1c(O)c(/C=N/NC(=O)c2ccncc2)c(=O)[nH]c1=O
  A: 1	B: -17	C: 3	D: -2	E: 4	F: -2	G: 5	H: -18	I: -6
> CCc1ccccc1NC(=O)CNC1CCCCC1
  A: -2	B: 17	C: -2	D: -1	E: 0	F: 2	G: 4	H: 7	I: -4
> C[N+]1(CC2COC(c3ccco3)O2)CCCCC1 (stereo not drawn)
  A: 11	B: 19	C: 8	D: 0	E: -3	F: -8	G: 0	H: -3	I: -1

Other structures:
Labels used below: A = 14-3-3 Bad PPI; B = Hck Nef HTS; C = Runt-SMMHC FRET; D = Wee1 degr inh; E = Runt-CBFb FRET; F = FXIa inh 1536; G = FXIIa inh 1536; H = hK5 inh; I = Thrombin inh
> COc1ccccc1-n1c(-c2ccoc2)nc2ccccc2c1=O
  A: -8	B: 4	C: 0	D: -1	E: -1	F: 0	G: 3	H: 17	I: 17
> CCOCCCNC(=O)CN1C2CCC1CC(O)(c1ccc(OC)cc1)C2 (stereo not drawn)
  A: 6	B: 0	C: 5	D: 0	E: 0	F: -18	G: 17	H: -11	I: -2
> O=CC(Cl)P(=O)(N1CCCCC1)N1CCCCC1 (stereo not drawn)
  A: -16	B: 0	C: -3	D: 1	E: 3	F: 3	G: 9	H: -7	I: 9
> N#Cc1c(Cl)nc(Cl)c2c1CCN(Cc1ccccc1)C2
  A: 0	B: 24	C: 61*	D: 3	E: 22	F: -6	G: -15	H: -35	I: -14
> CCCCn1c(O)c(/C=N/N2CCOCC2)c(=O)[nH]c1=S
  A: -2	B: 12	C: 1	D: -2	E: -1	F: -6	G: -1	H: 1	I: -3
> Cn1c(O)c(C(=N)COc2ccccc2)c(=O)n(C)c1=O
  A: -13[fluorescence artefact?]	B: 0	C: -1	D: 0	E: -2	F: 4	G: 14	H: -14	I: -3
> Cc1cccc(NC2=NCCCS2)c1
  A: -3	B: -8	C: 2	D: 0	E: -1	F: 0	G: 9	H: 0	I: -1
> CC(C)C(=O)Nc1ccc(N2CCN(C)CC2)c(F)c1
  A: -10	B: 13	C: -2	D: 7	E: 2	F: 12	G: 15	H: 14	I: 26
> O=c1[nH]c(=S)n(Cc2ccc(F)cc2)c(O)c1C=NCCCn1ccnc1
  A: -4	B: 23	C: 0	D: 1	E: 0	F: -2	G: 3	H: 0	I: -4
> O=C(Nc1ccc(Cl)cc1)OC1CN2CCC1CC2 (stereo not drawn)
  A: -3	B: 3	C: 2	D: -3	E: 0	F: 9	G: 4	H: 2	I: -3
> O=c1[nH]c(=O)n(C2CCCCCC2)c(O)c1C=NCc1cccnc1
  A: 1	B: 27	C: 3	D: -1	E: -2	F: -1	G: 10	H: 0	I: -5
> O=P(O)(Oc1ccccc1)OC(c1ccccc1)C(F)(F)F (stereo not drawn)
  A: 9	B: 3	C: 3	D: 0	E: ·	F: 8	G: -1	H: -20	I: 3
> CCc1n[nH]c(CCN)n1
  A: -8	B: 3	C: 2	D: -1	E: -1	F: 5	G: 11	H: 4	I: 3
> CC(C)(C)C(O)C(Oc1ccc(Cl)cc1)n1cncn1 (stereo not drawn)
  A: 0	B: 1	C: 3	D: -1	E: 2	F: -9	G: 3	H: -20	I: 2
> CN(C)c1ccc(C(=O)N/N=C/C23CC[C@@H](O)CC2(O)CC[C@@H]2[C@@H]3CCC3(C)C(C4=CC(=O)OC4)CCC23O)cc1 (stereo partly drawn)
  A: 3	B: 19	C: 0	D: -1	E: -1	F: 0	G: 10	H: 0	I: 0
> c1ccc(-c2nnc(C3CC(c4cccnc4)=NO3)o2)cc1 (stereo not drawn)
  A: 0	B: 21	C: 1	D: ·	E: -1	F: -3	G: 4	H: -1	I: -3
> Cc1ccccc1NC1(C#N)CCCCC1
  A: -3	B: 18	C: 0	D: -3	E: -1	F: -4	G: 6	H: -3	I: -8
